proCasp3 act – activates human procaspase-3; recombinant procaspase-3 D3A, Ac-DEVD-pNA absorbance 405 nm; hit rate 0.11% among 330,000; activation, % at 8.5 µM; P42574;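 active = activation above the mean of all tested compounds plus 3 SD, cut at about 21% in these data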;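 also: 0% = DMSO alone and 100% = DMSO wells spiked with extra 5 µM PC-3 D3A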
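Assay system: Procaspase-3 D3A mutant, all three cleavage aspartates alanine. Buffer or medium: Zinc-free HEPES saline buffer with Triton X-100. Times: 1 h compound preincubation, 2 h substrate hydrolysis at 25 °C. Measured by: 405 nm absorbance of p-nitroaniline, reads at 0 and 120 min. Read-out basis: percent activation relative to control range. Replicates: singlicate.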
CR mimetic SO – yeast age-related superoxide inhibition as caloric restriction mimetic | S. cerevisiae aged cells, superoxide DHE fluorescence; hits give low values | superoxide response (% of plate mean), % at 10 µM | hit rate 0.18% among 330,000;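 active = superoxide response under a set limit, about three screen SD below normal, cut at about 65% in these data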;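 also: yeast aged for seven days with compound at 30 °C before DHE staining; 100% = average MFI of all compound-treated wells on the plate with controls excluded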
LAP4-GFP MLPCN – modulators of TOR pathway LAP4-GFP in S. cerevisiae; S. cerevisiae LAP4-GFP multiplex, flow cytometry GFP, 3 h; median GFP as percent of DMSO wells; GFP response vs DMSO, % at 10 µM; hit rate 0.34% among 320,000; AID 2023;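 active = GFP response vs DMSO above a set limit, about the screen mean plus 3 SD, cut at about 150% in these data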
RPL19A-GFP yeast – alters RPL19A-GFP fluorescence in TOR pathway yeast screen; S. cerevisiae RPL19A-GFP strain, flow cytometry, 3 h; hits give low values; percent response vs DMSO, % at 10 µM; hit rate 0.3% among 330,000; AID 2025;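 active = percent response vs DMSO below 50%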;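 also: median channel GFP fluorescence of the barcoded RPL19A-GFP strain; ratio of sample median GFP to plate DMSO average so 100% = DMSO; lower means less RPL19A-GFP as with rapamycin TOR inhibition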
procasp7 counter – counter-screen: procaspase-7 (human) activation. recombinant procaspase-7, Ac-DEVD-pNA absorbance 405 nm; D23A/D198A/D206A triple mutant, cannot self-cleave; scale: DMSO 0, 5 µM enzyme 100. activation, % at 8.5 µM. hit rate 0.093% among 330,000. AID 463210;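 active = percent activation above the screen-wide mean plus 3 SD, cut at about 25% in these data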
Target sequence (P55210 whole entry D23A/D198A/D206A): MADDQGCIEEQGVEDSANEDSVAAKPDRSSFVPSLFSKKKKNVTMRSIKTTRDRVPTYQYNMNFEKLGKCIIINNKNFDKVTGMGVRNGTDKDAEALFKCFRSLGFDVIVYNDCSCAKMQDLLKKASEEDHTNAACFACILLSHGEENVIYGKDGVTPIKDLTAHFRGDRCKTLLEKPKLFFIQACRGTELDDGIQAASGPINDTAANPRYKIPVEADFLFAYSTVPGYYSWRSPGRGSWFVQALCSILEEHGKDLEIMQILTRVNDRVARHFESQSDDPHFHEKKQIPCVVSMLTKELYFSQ
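Replicates: singlicate. Assay system: Procaspase-7 triple mutant (PC-7 D3A). Signal: 405 nm absorbance of p-nitroaniline. Times: 1 h preincubation, 2 h reaction. Buffer or medium: Zinc-free HEPES pH 7.4 with 300 mM NaCl, 0.01% Triton X-100. Also added: DEVD-pNA substrate. Benchmarks: DMSO wells as 0%, DMSO with 5 µM added PC-7 as 100%.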
JMJD2C inh – blocks human GASC-1 demethylase activity; AID 2099; Q9H3R0; GST-JMJD2C(1-420) H3K9me3 demethylation, DELFIA europium; inhibition, % at 2.35 µM; hit rate 0.069% among 330,000;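 active = more than half of a compound's replicate wells show inhibition beyond 50%, single wells judged on their own value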;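 also: signal counts dimethyl H3K9 product captured on neutravidin plate; 0% = median of DMSO wells and 100% = 0.3 times that DMSO median; strong numbers were not always called active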
Target sequence (Q9H3R0 1-420 limits assumed): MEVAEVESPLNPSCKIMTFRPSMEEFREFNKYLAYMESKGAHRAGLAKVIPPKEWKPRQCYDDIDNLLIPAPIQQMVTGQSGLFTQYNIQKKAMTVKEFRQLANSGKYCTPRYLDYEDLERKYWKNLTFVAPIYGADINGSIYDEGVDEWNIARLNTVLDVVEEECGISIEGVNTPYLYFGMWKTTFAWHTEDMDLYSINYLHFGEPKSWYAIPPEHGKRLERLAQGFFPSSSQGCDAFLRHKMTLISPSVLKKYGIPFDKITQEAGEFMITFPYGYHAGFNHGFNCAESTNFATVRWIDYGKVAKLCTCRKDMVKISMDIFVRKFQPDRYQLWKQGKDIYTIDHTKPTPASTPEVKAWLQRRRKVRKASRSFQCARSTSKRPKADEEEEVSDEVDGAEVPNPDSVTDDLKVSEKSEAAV
AHR act – activates the human aryl hydrocarbon receptor | AHR-responsive luciferase reporter cells, luminescence | activation, % at 5 µM | AID 2796 | hit rate 2.5% among 320,000 | P35869; in the data active = activation above about 47%;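 also: 0% = vehicle wells and 100% = reference agonist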
MEP2 TOR yeast – alters MEP2-GFP fluorescence in TOR pathway yeast screen; GFP response vs DMSO, % at 10 µM; hit rate 0.51% among 330,000; S. cerevisiae MEP2-GFP strain, flow cytometry GFP, 3 h; 100% = DMSO control level;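 active = GFP response versus DMSO above a set limit, roughly screen mean plus 3 SD, cut at about 180% in these data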;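 also: median GFP fluorescence of the barcode-gated MEP2-GFP cells per well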
The depositor's hits bear a star; · = no result given.

Start of the data: the first 11 entries, to show the layout:
Second line of a record – proCasp3 act	CR mimetic SO	LAP4-GFP MLPCN	RPL19A-GFP yeast	procasp7 counter	JMJD2C inh	AHR act	MEP2 TOR yeast
> Cc1ccc(S(=O)(=O)N2CCN(C(=O)N(C)C)CC2)cc1C
→ 1	90	95	92	-5	5	1	98
> O=C(COc1ccccc1)N1CCN=C1c1ccccc1
→ 6	101	84	104	18	-3	2	100
> N/C(=N\OC(=O)CCCc1ccccc1)c1ccc(Br)cc1
→ -9	94	98	103	0	138	-2	106
> CN(C)c1cccc(C(=O)OCCCC(=O)c2ccc(F)cc2)c1
→ 7	78	101	105	-5	5	-1	101
> CSc1ccc(CN(C)C(=O)C(c2ccccc2)c2ccccc2)cc1
→ -1	104	99	110	1	6	3	100
> O=C(Nc1ccc(C2SCCS2)cc1)c1ccccc1
→ 0	93	103	93	7	-2	4	94
> N/C(=N\NC(=O)Nc1ccc(Cl)cc1)c1ccccn1
→ 3	95	112	97	8	-2	17	96
> COc1ccc(NC(=O)CN(C)C(=O)CN2C(=O)c3ccc([N+](=O)[O-])cc3C2=O)cc1
→ -7	97	97	100	-2	2	1	101
> O=S(=O)(Nc1cccc(-c2ccc(N3CCOCC3)nn2)c1)c1ccc(Cl)c(Cl)c1
→ 8	100	100	99	3	-4	-1	101
> O=C(COC(=O)c1cccc(Br)c1)NCCNC(=O)COC(=O)c1cccc(Br)c1
→ 3	106	94	96	9	5	-1	97
> O=C(Nc1ccc(F)cc1F)c1ccc2ncsc2c1
→ 7	79	110	100	10	11	-1	99

Results, previewed entries included:
Second line of a record – proCasp3 act	CR mimetic SO	LAP4-GFP MLPCN	RPL19A-GFP yeast	procasp7 counter	JMJD2C inh	AHR act	MEP2 TOR yeast
> Cc1ccc(S(=O)(=O)N2CCN(C(=O)N(C)C)CC2)cc1C
→ 1	90	95	92	-5	5	1	98
> O=C(COc1ccccc1)N1CCN=C1c1ccccc1
→ 6	101	84	104	18	-3	2	100
> N/C(=N\OC(=O)CCCc1ccccc1)c1ccc(Br)cc1
→ -9	94	98	103	0	138	-2	106
> CN(C)c1cccc(C(=O)OCCCC(=O)c2ccc(F)cc2)c1
→ 7	78	101	105	-5	5	-1	101
> CSc1ccc(CN(C)C(=O)C(c2ccccc2)c2ccccc2)cc1
→ -1	104	99	110	1	6	3	100
> O=C(Nc1ccc(C2SCCS2)cc1)c1ccccc1
→ 0	93	103	93	7	-2	4	94
> N/C(=N\NC(=O)Nc1ccc(Cl)cc1)c1ccccn1
→ 3	95	112	97	8	-2	17	96
> COc1ccc(NC(=O)CN(C)C(=O)CN2C(=O)c3ccc([N+](=O)[O-])cc3C2=O)cc1
→ -7	97	97	100	-2	2	1	101
> O=S(=O)(Nc1cccc(-c2ccc(N3CCOCC3)nn2)c1)c1ccc(Cl)c(Cl)c1
→ 8	100	100	99	3	-4	-1	101
> O=C(COC(=O)c1cccc(Br)c1)NCCNC(=O)COC(=O)c1cccc(Br)c1
→ 3	106	94	96	9	5	-1	97
> O=C(Nc1ccc(F)cc1F)c1ccc2ncsc2c1
→ 7	79	110	100	10	11	-1	99
> Cc1cc(C)c2c(C)c(C(=O)NCc3ccc(S(N)(=O)=O)cc3)oc2c1
→ -4	97	93	88	11	-3	5	96
> O=C(Cc1ccc(Cl)cc1)NCC(=O)N1CCN(c2ccccc2)CC1
→ -1	106	92	97	-4	2	-2	89
> COc1cc2c(cc1NCc1ccccn1)oc1ccccc12
→ -3	100	99	102	-5	7	63*	103
> CCOC(=O)c1c(C)oc2ccc(NS(=O)(=O)c3cccs3)cc12
→ 3	100	101	98	2	5	1	103
> COc1ccc(CCN(C)C(=O)c2cc(S(=O)(=O)NCc3ccccc3)ccc2C)cc1OC
→ 2	98	91	89	-1	1	-2	91
> CSc1ccccc1NC(=S)N/N=C/c1cccn1Cc1ccc(F)cc1
→ -7	120	105	98	-10	-18	31	100
> Cc1ccc(CN2C(=O)C(C)Oc3ccccc32)cc1 (centres undefined)
→ 7	109	111	96	13	-4	0	90
> CN(C)c1nc(N)nc(CSc2nnnn2-c2ccccc2)n1
→ -4	109	92	101	2	4	4	96
> Cc1oc2ccc(OCc3ccc(Cl)cc3)cc2c1C(=O)O
→ -1	100	99	97	4	-2	-2	104
> O=c1c2cc([N+](=O)[O-])ccc2nc2n1CCC2
→ 1	108	111	101	-1	3	2	102
> O=C(O)CCC(=O)Nc1cccc(C(=O)Nc2ccc(Br)cc2)c1
→ -9	94	96	97	-6	-2	44	91
> COc1cccc(OCc2cc(C(=O)NC(C)c3cnn(C)c3C)no2)c1 (centres undefined)
→ 2	88	108	92	0	5	5	92
> COc1ccc(F)c(CN2CCN(CCc3ccccc3)C(CCO)C2)c1 (centres undefined)
→ 12	106	88	105	21	13	3	107
> COc1cccc2c(C)nc(Nc3nc(CSc4nnc(C)s4)cc(=O)[nH]3)nc12
→ 4	88	87	94	5	-23	27	98
> Cc1ccc(-c2nc3cccnc3o2)cc1NC(=O)COc1ccc(Cl)cc1C
→ 11	110	96	95	0	6	1	106
> Cc1ccccc1-c1nc(CS(=O)CC(=O)NC2CCCC2)c(C)o1 (centres undefined)
→ -1	115	97	104	1	-5	1	108
> CCCCn1nc2cc(C(=O)N[C@H](C)C3CCCCC3)ccc2c1OCC
→ 3	·	·	·	0	17	6	·
> COc1ccc(-c2cc(C(=O)N3CCN(c4ccc(F)cc4)CC3)no2)cc1
→ 0	103	92	98	20	-1	-1	86
> O=C(Cc1c(Sc2ccccc2)c2ccccc2n1Cc1ccccc1)NCCO
→ 4	106	91	95	7	2	0	98
> COc1cccc(C(=O)Nc2ccc3c(c2)C(=O)c2ccccc2C3=O)c1
→ -3	110	91	106	0	0	-1	111
> CCOc1ccc(-c2nnc(-c3cccs3)o2)cc1OCC
→ 3	104	110	101	4	-2	2	107
> CCCn1c(SCC(=O)C(C)(C)C)nc2ccccc21
→ -1	102	70	98	-3	0	15	91
> Cc1ccc(S(=O)(=O)/N=C2\CN(C)C(=O)N2C)cc1
→ 4	115	98	101	-4	4	13	94
> CCCN(CCC)C(=O)Cn1c(=O)n(CCCCC(=O)NCc2ccco2)c(=O)c2ccccc21
→ 5	107	97	·	3	0	0	104
> Cc1cc(C)c(NC(=O)c2ccc(CNS(=O)(=O)c3cc(C(F)(F)F)ccc3Cl)cc2)c(C)c1
→ -3	97	110	110	9	-2	5	137
> CN(CC(=O)OCC(=O)NCc1ccccc1)S(=O)(=O)c1ccc(F)cc1
→ 9	89	99	100	-8	-3	-1	100
> O=C(/C=C/c1ccc(Cl)cc1)N1CCN(Cc2ccccc2)CC1
→ 3	100	90	95	10	-4	2	99
> O=c1ccnc(Nc2ccc(Cl)cc2)[nH]1
→ 1	96	105	100	12	-12	3	98
> O=S1(=O)CCC(NC(=S)NCCNC(=S)NC2CCS(=O)(=O)C2)C1 (centres undefined)
→ 1	96	97	101	-6	-3	1	100
> N#CC(C#N)=CN=c1ccn(Cc2ccc(Cl)cc2Cl)cc1
→ 10	91	91	100	-16	12	-8	107
> COc1ccc(OC)c(C2CC(=O)Nc3c2c(=O)[nH]c2ncnn32)c1 (centres undefined)
→ 0	99	102	109	6	1	1	104
> COc1cc2c(cc1OC)C(c1ccccc1)=NCC2
→ -6	83	102	105	-8	-1	5	103
> CC(=O)c1cccc(N2C(=O)Nc3ccccc3N2O)c1
→ 5	115	92	105	2	5	11	111
> CCOC(=O)CNS(=O)(=O)c1cc(-c2nn(C)c(=O)c3ccccc23)ccc1C
→ -2	109	106	105	8	3	2	101
> CSc1nc(C(=O)N2CCCC(Nc3ccc(C)c(C)c3)C2)cs1 (centres undefined)
→ 4	90	100	100	-2	6	108*	101
> N#C[C@]1(S(=O)(=O)c2ccccc2)C[C@@H]2ON=C(c3cccc(Br)c3)[C@@H]2C1
→ -4	85	136	101	2	-15	1	99
> O=C1[C@H]2[C@@H](c3ccc(F)cc3)N3C(=O)N(c4cccc(Br)c4)C(=O)[C@@]3(Cc3ccc(Cl)cc3)[C@H]2C(=O)N1C1CCCCC1
→ -1	108	103	106	-8	-14	5	94
> COc1ccc(CN2CCN(C(=O)C3CC(=O)N(C4CCCCCC4)C3)CC2)c(OC)c1OC (centres undefined)
→ -3	101	96	98	13	-3	0	101
> O=C(Nc1ccc(S(=O)(=O)N2CCCC2)cc1)N1c2ccccc2Sc2ccccc21
→ -5	123	94	94	-19	2	-1	99

(next part)
Second line of a record – proCasp3 act	CR mimetic SO	LAP4-GFP MLPCN	RPL19A-GFP yeast	procasp7 counter	JMJD2C inh	AHR act	MEP2 TOR yeast
> O=C(CCCC(=O)N(CC(=O)NC1CCCCC1)Cc1ccco1)Nc1ccccn1
→ -1	108	101	99	4	-14	4	109
> Cc1c(N2C(=O)C(=O)/C(=C(/O)c3ccccc3)C2c2ccc(F)cc2)c(=O)n(-c2ccccc2)n1C (centres undefined)
→ 0	95	92	99	6	1	1	99
> CCN(CC)S(=O)(=O)c1cc(NC(=S)NC(=O)C2CCCC2)ccc1C
→ -6	83	101	97	-8	6	1	98
> Cc1ccc(C(=O)Nc2nnc(S(=O)(=O)Nc3ccccc3C)s2)cc1C
→ 2	116	105	104	4	-3	19	95
> CCn1c(SCc2nc3scc(-c4ccccc4)c3c(=O)[nH]2)nnc1-c1ccc(Cl)cc1
→ -7	107	90	105	-3	-26	0	86

Screening results deposited in PubChem BioAssay by several laboratories.
